# Compound activity (PubChem BioAssay)
# BCLXL inh: inhibitors of human Bcl-xL, primary screen, biochemical, fluorescence polarization, HTS; Bcl-2-like protein 1 (Homo sapiens), Q07817; GST-Bcl-xL / FITC-Bim BH3 peptide fluorescence polarization; inhibition, % at 10.9 µM; hit rate 0.7% among 320,000;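 active means inhibition above the mean of all tested compounds plus 3 SD, cutoff set per campaign, cut at about 30% in these data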;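 further: 0% = DMSO wells and 100% = unlabeled Bim-BH3 peptide competitor; inhibitors lower millipolarization by displacing the labeled peptide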
# Fam108B counter: mouse Fam108B serine hydrolase inhibitors, primary screen, counter-screen for RBBP9 inhibitor project, biochemical, fluorescence polarization. recombinant Fam108B, FP-Rh probe fluorescence polarization. inhibition, % at 9.51 µM. hit rate 0.33% among 300,000. AID 1947, 2009;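 active means inhibition above the screen mean inhibition plus 3 SD, computed separately per campaign, cut at about 18% in these data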;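 further: inhibitors lower polarization as less probe binds the enzyme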
# ZTA counter: blocks Epstein-Barr virus ZTA, an EBNA-1 counter-screen; ZTA-DNA binding, fluorescence polarization; inhibition, % at 11 µM; hit rate 0.15% among 320,000; AID 2234; in the data active means inhibition above about 33%
# EBNA-1 inhibitor: EBNA-1 DNA-binding inhibitors, primary screen, biochemical, fluorescence polarization; inhibition, % at 14.8 µM; hit rate 0.34% among 300,000; in the data active means inhibition above about 28%
# MCL1-BIM inh: inhibitors of MCL1 binding to BIM-BH3, primary screen, biochemical, fluorescence polarization; Induced myeloid leukemia cell differentiation protein Mcl-1 (Homo sapiens), Q07820; GST-MCL1 / FITC-Bim-BH3 fluorescence polarization; inhibition, % at 10.9 µM; hit rate 0.68% among 320,000;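 active means inhibition above the mean inhibition of all tested compounds plus 3 SD, set per campaign, cut at about 40% in these data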;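 further: 0% = DMSO wells and 100% = unlabeled Bim-BH3 peptide control; higher means more loss of mP so more displacement of Bim peptide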
# Target sequence (Q07820 whole entry, looked up): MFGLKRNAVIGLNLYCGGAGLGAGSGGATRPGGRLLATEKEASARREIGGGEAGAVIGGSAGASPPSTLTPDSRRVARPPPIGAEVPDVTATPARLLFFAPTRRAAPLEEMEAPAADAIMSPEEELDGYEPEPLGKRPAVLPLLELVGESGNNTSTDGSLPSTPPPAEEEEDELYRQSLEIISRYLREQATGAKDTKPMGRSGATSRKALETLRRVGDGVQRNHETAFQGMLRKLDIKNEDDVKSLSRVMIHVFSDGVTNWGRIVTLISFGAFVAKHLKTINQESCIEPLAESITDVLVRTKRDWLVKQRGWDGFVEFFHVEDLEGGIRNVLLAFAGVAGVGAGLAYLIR
# MEX-5 binding: MEX-5 zinc finger RNA-binding disruptors – biochemical, C. elegans, fluorescence polarization, MLPCN library, primary screen; Zinc finger protein mex-5 (Caenorhabditis elegans), Q9XUB2; MEX-5/FITC-TCR2 RNA binding; active compounds read low; activity score (negative = inhibition of binding), % at 10 µM; hit rate 0.38% among 300,000; AID 1832, 2009;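 active means inhibition past about -25% in most replicates, and total fluorescence under double the plate's negative control median, limit read from the data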;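 further: 0% = DMSO and -100% = 5 µM competing unlabeled TCR2 RNA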
# Target sequence (Q9XUB2 whole entry, looked up): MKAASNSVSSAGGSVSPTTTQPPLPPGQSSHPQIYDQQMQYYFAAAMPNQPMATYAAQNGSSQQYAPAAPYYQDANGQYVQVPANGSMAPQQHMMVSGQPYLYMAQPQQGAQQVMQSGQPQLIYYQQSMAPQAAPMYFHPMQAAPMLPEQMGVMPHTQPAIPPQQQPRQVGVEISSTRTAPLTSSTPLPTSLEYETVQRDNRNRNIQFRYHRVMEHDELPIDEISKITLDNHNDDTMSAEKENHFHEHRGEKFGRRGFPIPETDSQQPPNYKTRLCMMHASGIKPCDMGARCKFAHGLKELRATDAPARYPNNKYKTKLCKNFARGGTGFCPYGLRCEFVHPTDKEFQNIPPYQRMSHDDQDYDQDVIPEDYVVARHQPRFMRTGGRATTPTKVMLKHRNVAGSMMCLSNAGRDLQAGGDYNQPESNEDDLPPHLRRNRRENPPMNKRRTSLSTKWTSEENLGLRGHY
# GLD-1 TGE inh: GLD-1/TGE RNA complex disruptors, primary screen, biochemical, fluorescence polarization. purified GLD-1 + fluorescein TGE RNA. inhibition, % at 5.96 µM. hit rate 0.44% among 320,000;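 active means percent inhibition above a per-plate cutoff, the plate mean of test compounds plus 3 SD, cut at about 30% in these data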;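 further: 0% = DMSO wells with GLD-1 and probe and 100% = wells lacking GLD-1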
# Efflux pump inh: inhibitors of Candida efflux pumps in yeast, primary screen, S. cerevisiae, Nile Red, multiplex; AID 485275, 2010; inhibition, % at 10 µM; hit rate 0.44% among 330,000; S. cerevisiae Candida pump triplex;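 active means plate passing quality check with inhibition over a set limit, or well fluorescence over plate mean plus 4 SD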;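 further: Nile Red retained in pooled yeast measured as flow cytometry median fluorescence; 0% = buffer negative control and 100% = Enniatin B positive control; higher means more Nile Red kept so more efflux inhibition; some compounds called inactive have numbers as strong as hits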
# Yeast superoxide: reduction of superoxide in aged yeast, primary screen, HTS; S. cerevisiae aged cells, superoxide DHE fluorescence; active compounds read low; superoxide response (% of plate mean), % at 10 µM; hit rate 0.18% among 330,000; AID 2690, 2010;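 active means superoxide response under a set limit, about three screen SD below normal, cut at about 65% in these data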;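 further: yeast aged for seven days with compound at 30 °C before DHE staining; 100% = average MFI of all compound-treated wells on the plate with controls excluded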
# Numbers without * were called inactive; . = not tested or not shown.
nr	Molecule	BCLXL inh	Fam108B counter	ZTA counter	EBNA-1 inhibitor	MCL1-BIM inh
1	Cc1ccc(C(=O)N/N=C/c2ccc(S(=O)(=O)O)o2)c(Cl)c1	8	3	-3	-6	12
2	CCOC(=O)C(C)n1cnc2sc3c(c2c1=O)CCC3 (stereo not given)	5	6	-10	-12	4
3	COc1ccc(C(=O)NC2CC2)cc1OC1CCN(Cc2ccc(F)cc2F)CC1	-2	3	6	6	3
4	CC1CC(C)CN(S(=O)(=O)c2ccc(NC(=O)[C@@H]3CCCN3C(=O)c3cccs3)cc2)C1 (stereo not given in full)	2	.	-6	.	-5
5	O=C(c1cccc(N2CCCC2=O)c1)N1CCOCC1	7	2	9	5	11
6	COc1ccc(/C=N/NC(=O)c2cccc(OC(F)(F)C(F)F)c2)c(OC)c1OC	1	-3	-5	-1	-3
7	O=C(C1=C[C@@H](c2csc3ccccc23)C[C@@H](OCc2ccc(CO)cc2)O1)N1CCOCC1	-3	0	-13	5	-2
8	CC(C)CC(=O)NCCc1ccncc1	-1	1	-13	-1	3
9	Cc1cc(C)n(CC(=O)NC2CCCN(Cc3ccc(Cl)cc3)C2)n1 (stereo not given)	0	-1	-3	-14	-1
10	Cc1ccc(Nc2nnc(SCC(=O)NC3CCCc4ccccc43)s2)cc1 (stereo not given)	2	-2	0	10	2
11	CC(C)(CO)NS(=O)(=O)c1ccc2c(c1)Cc1cc(S(=O)(=O)NC(C)(C)CO)ccc1-2	3	1	9	2	-1
12	Cc1ccc(NC(=O)c2ccc(OC(=O)c3cc4ccccc4o3)cc2)cc1	-1	-7	2	13	2
13	COc1ccc(CNS(=O)(=O)c2ccc(C)cc2)cc1	1	4	1	5	6
14	CC1=C(C(=O)Nc2ccccc2C(F)(F)F)C(c2sccc2C)NC(=S)N1 (stereo not given)	3	-1	6	-18	-2
15	C=C(C)CN(CC)C(=O)CCc1nnc(CCCc2ccccc2)o1	4	-2	1	15	-3

nr	MEX-5 binding	GLD-1 TGE inh	Efflux pump inh	Yeast superoxide
1	0.2	-4	-0.2	100
2	2.4	-1	0.0	92
3	-2.8	-2	-0.2	90
4	.	1	-0.2	124
5	-2.7	-6	-0.1	100
6	-1.5	-4	0.1	85
7	-5.2	0	0.0	100
8	0.5	11	-0.2	96
9	.	-6	0.1	104
10	0.3	-3	-0.4	109
11	0.7	-1	-0.1	92
12	-0.6	-3	0.1	113
13	-0.6	-2	-0.2	92
14	3.6	1	0.3	107
15	0.0	-4	0.0	103

# Further records.
nr	Molecule	BCLXL inh	Fam108B counter	ZTA counter	EBNA-1 inhibitor	MCL1-BIM inh
16	O=C(NCc1ccc2c(c1)OCO2)C(C(=O)c1ccccc1)n1cc(Cl)ccc1=O (stereo not given)	1	2	-2	1	-1
17	O=C(CSc1nc(Nc2ccccc2)nc(N2CCOCC2)n1)NC1CCCCC1	1	5	0	-1	8
18	COc1ccc(-n2cc(CNC3CCC(O)CC3)c(-c3cccc(F)c3)n2)cc1 (stereo not given)	3	-4	-5	-18	0
19	O=c1[nH]c(=S)[nH]nc1Cc1ccccc1	11	-3	12	-5	22
20	CCN(Cc1nc(-c2cccc(C)c2)no1)C(=O)c1ccc2c(c1)OCO2	3	2	-14	-17	2
21	Oc1ccc(Br)cc1CNc1ccccn1	2	-4	-8	0	3
22	Cc1c(CCCC(=O)O)sc(N)c1C(=O)c1cccc(C(F)(F)F)c1	11	-2	-11	1	26
23	COc1cc(C(CCN2CCCCC2)c2c(OC)cc(OC)c3c(C)cc(=O)oc23)cc(OC)c1OC (stereo not given)	2	3	-8	-12	1
24	CC(C)Oc1ccc(C(=O)N2CCCc3ccccc32)cc1	3	0	1	3	3
25	CN(CC(=O)Nc1cccc(F)c1)C(=O)c1cc([N+](=O)[O-])ccc1N1CCOCC1	-5	-2	-18	8	-13
26	O=C(O)CCCC(=O)N(Cc1ccccc1)Cc1ccccc1	-1	8	-5	5	-1
27	C/C(=N\NC(=O)c1cccc(Br)c1)c1cccc(NC(=O)c2ccc(C)o2)c1	5	0	4	3	6
28	Cc1cccc(CSC2=CS(=O)(=O)c3ccccc3N2)c1	4	-5	-3	6	5
29	CCOCCc1nnc(NC(=O)Cc2ccc(Br)cc2)s1	3	-2	-16	4	-2
30	CCOC(=O)CNC(=O)CSc1nc(-c2ccc(OC)cc2)ns1	8	-1	5	-8	5

nr	MEX-5 binding	GLD-1 TGE inh	Efflux pump inh	Yeast superoxide
16	0.2	5	5.0	114
17	-5.7	-3	0.0	99
18	1.8	4	0.0	87
19	0.2	3	0.1	112
20	-1.2	-2	0.1	102
21	0.8	-1	0.4	95
22	-0.5	-2	0.0	97
23	-0.3	8	0.0	110
24	-0.2	5	0.2	97
25	-1.1	3	-0.1	115
26	1.3	-4	0.1	116
27	-0.3	2	-0.1	82
28	0.0	4	-0.4	96
29	-1.2	1	-0.2	90
30	-0.4	0	0.0	107

# Continued.
nr	Molecule	BCLXL inh	Fam108B counter	ZTA counter	EBNA-1 inhibitor	MCL1-BIM inh
31	O=C(O)c1c[nH]c(=O)c2ccccc12	1	-1	8	10	-10
32	CNc1ncc(-c2nnnn2-c2ccccc2)c(-c2ccccc2)n1	4	-1	-7	-6	-1
33	COc1cc(C(=O)Nc2cccc(-n3cnnn3)c2)cc(Cl)c1OC	-3	-4	-1	-6	-2
34	O=C(CNC(=S)N(CCCN1CCOCC1)Cc1cccs1)NCc1ccc(Cl)cc1	5	5	-2	1	9
35	NC(=O)C1=C[C@@H](c2coc3ccccc3c2=O)C[C@@H](OCCCCO)O1	0	-6	5	-5	8
36	COc1ccc(OC)c(S(=O)(=O)NC2CC(=O)N(c3cccc(F)c3)C2)c1 (stereo not given)	10	-2	-6	-11	-3
37	C=CCNCCCOc1ccc(Cl)cc1C(C)(C)C	7	2	-4	4	0
38	CCN(C(=O)COC(=O)CNC(=O)C12CC3CC(CC(C3)C1)C2)C1CCS(=O)(=O)C1 (stereo not given)	7	-2	-6	3	-5
39	CCC(c1nnnn1C1CCCC1)N1CCC(C(N)=O)CC1 (stereo not given)	0	2	-10	-23	3
40	Cc1cccc2nc(CSc3nc4ccccc4o3)cn12	-7	0	6	12	-5
41	O=C(Nc1ncc([N+](=O)[O-])s1)c1ccccc1Br	4	4	3	4	17
42	NC(=O)c1ccccc1NC(=O)c1ccccc1F	5	3	9	4	1
43	COCCn1c(CCc2ccccc2)n[nH]c1=S	-8	6	-3	-5	-4
44	CN(C)C1C(=O)c2ccccc2C1=O	5	-5	0	6	-1
45	COc1ccc(C(=O)Nc2ccc(Cl)cn2)cc1S(=O)(=O)N1CCCC1	-2	.	2	.	3

nr	MEX-5 binding	GLD-1 TGE inh	Efflux pump inh	Yeast superoxide
31	1.6	-1	0.2	103
32	1.7	0	0.0	78
33	1.2	-4	0.1	127
34	0.7	2	0.1	94
35	1.3	4	0.0	102
36	2.6	0	-0.1	102
37	-0.3	-5	-0.1	97
38	0.7	6	-0.1	103
39	-2.4	11	0.3	104
40	1.3	8	0.1	93
41	1.7	-3	-0.1	70
42	-1.3	2	0.1	84
43	2.3	4	-0.2	98
44	1.2	8	0.0	108
45	.	1	0.3	75

# More compounds:
nr	Molecule	BCLXL inh	Fam108B counter	ZTA counter	EBNA-1 inhibitor	MCL1-BIM inh
46	CCC1(C)NC(=O)N(CC(=O)N2CCN(c3cccc(Cl)c3)CC2)C1=O (stereo not given)	-7	.	5	.	-11
47	Cn1c(NCc2ccccc2Cl)nc2ccccc21	3	0	1	-8	7
48	Cc1cc2nc(N3CCN(C(=O)c4ccco4)CC3)sc2cc1C	-2	4	-25	2	-9
49	CC1(C)CC(=O)N(CC(=O)O)c2ccccc2S1	0	-1	12	2	-2
50	Cc1ccc(N2CCN(C(=S)c3ccc(-c4ccccc4[N+](=O)[O-])o3)CC2)cc1	5	-2	6	15	3
51	Cc1cc(NC(=O)c2cccnc2)ccc1Br	0	-4	10	6	5
52	O=C(c1ccco1)N1CCN(c2nc(C(F)(F)F)nc3c2nnn3Cc2ccccc2)CC1	6	-5	1	15	4
53	COc1ccc(N2CCN(CC(=O)c3ccc(Cl)cc3)CC2)cc1	10	0	-4	9	12
54	COc1ccccc1C(=O)NNC(=O)C(=O)N1CCCCC1	-2	4	-7	-4	0
55	CC1(C)Cc2c(oc3ncn4ncnc4c23)CO1	-1	3	-1	-14	-2
56	Cc1ccc(NC(=O)C2CCCN2S(=O)(=O)c2cccc3cccnc23)c(C)c1 (stereo not given)	3	3	-13	8	-1
57	CCN1CCc2nc3sc(C(=O)N4CCc5ccccc5C4)c(N)c3cc2C1	29	-1	-8	-14	32
58	COc1ccc(OC)c(C(=O)Cn2nnc3ccccc3c2=O)c1	1	0	9	2	-4
59	C=CCOC(=O)C1=C(C)NC2(O)c3ccccc3C(=O)C12O (stereo not given)	3	3	17	-2	-2
60	Cc1c(C(=O)N2CCc3ccccc3C2)oc2ccc(S(=O)(=O)N3CCCCCC3)cc12	0	-1	-16	-8	0
61	CCN(CC)S(=O)(=O)c1cccc(C(=O)Nc2sc3c(c2C(N)=O)CCCC3)c1	5	2	17	4	6
62	O=C(Nc1ccccc1)C1=C(O)CC(c2ccc(Cl)cc2)N2CCN=C12 (stereo not given)	0	-5	-17	-9	-5
63	Cc1ccc(NC(=O)Nc2cc(C(F)(F)F)c[nH]c2=O)cc1	9	-2	14	-1	3

nr	MEX-5 binding	GLD-1 TGE inh	Efflux pump inh	Yeast superoxide
46	.	3	0.1	108
47	-1.3	4	0.0	94
48	0.7	-4	0.1	96
49	1.2	2	0.0	101
50	-2.1	4	0.1	104
51	-3.4	-3	0.4	97
52	1.7	1	0.0	93
53	-0.1	-4	0.0	102
54	-0.1	8	0.2	99
55	-1.1	-6	0.2	113
56	0.5	2	0.1	116
57	0.0	22	-0.1	103
58	.	-2	0.1	88
59	0.5	2	-0.1	100
60	0.5	3	-0.1	115
61	-1.7	4	-0.9	72
62	0.2	3	0.0	97
63	2.3	4	-0.1	111
